Assay outcomes as filed in PubChem BioAssay.
IL1B secr inh – qHTS for Inhibitors of Inflammasome Signaling: IL-1-beta AlphaLISA Primary Screen. THP-1 LPS/ATP IL-1B secretion, AlphaLISA, 16 h; stronger effect = lower value. 4.7% of 360,000 active. AID 743279, 2014. activity change, % at 57.5 µM; in the data active = activity change below about -50%; inconclusive = mostly about -30% to -49%; also: % is scaled to controls: 0 for no effect and ±100 for the full control effect
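Secreted IL-1B measured by AlphaLISA bead assay after 16 h compound exposure of THP-1 cells; compounds (final up to 57.5 uM) added 1 h before LPS (250 ng/mL) and ATP (1.25 mM) stimulation; lower signal means less secretion.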
Nrf2 block – Nrf2 qHTS screen for inhibitors; A549 ARE-Fluc reporter, luciferase luminescence, 18-24 h; Potency, µM (top dose mostly 46 µM), for inactives: at the highest dose activity change, negative = inhibition, usual class: inhibitors; 2.1% of 360,000 active; AID 504444, 2011; also: potency is read from the fitted curve at half-maximal effect; % is scaled to controls: 0 for no effect and ±100 for the full control effect; nearly all actives have a fitted effect of over 60% in size
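Quantitative HTS in A549 cells stably bearing an antioxidant response element-firefly luciferase construct. Inhibition of Nrf2-driven transcription was scored by luminescence after 18-24 h of compound exposure at 37 °C.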
ATXN2 expr inh – Primary qHTS for Inhibitors of ATXN expression. AID 1745845, 2022. Potency, µM (titrated, usually from 57 µM), for inactives: top-dose activity change, negative = inhibition, most hits filed as inhibitors. HEK-293 ATXN2-luciferase reporter, luminescence, 24 h. 0.72% of 360,000 active; also: potency is read from the fitted curve at half-maximal effect; % is scaled to controls: 0 for no effect and ±100 for the full control effect; nearly all actives have a fitted effect of over 55% in size
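ATXN2-luciferase reporter cells (luciferase flanked by upstream and downstream ATXN2 gene portions) were treated 24 h at 37 °C with compounds at up to 57 uM. SteadyGlo luminescence gave expression; GF-AFC fluorescence gave viability.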
HepG2 tox – qHTS for Inhibitors of TGF-b: Cytotox Counterscreen | HepG2 CAGA-GFP viability, ATP luminescence, 18 h | Potency, µM (highest dose often 46.1 µM), for the others: top-dose activity change, negative = cytotoxicity, actives largely listed as cytotoxic | 0.76% of 410,000 active; also: potency is read from the fitted curve at half-maximal effect; some results filed as inactive show a strong effect at the top dose
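CellTiter-Glo luminescence gave cytotoxicity after 18 hours at 37 degrees C. The cells were HepG2 CAGA-GFP in 1% FBS DMEM, stimulated with 500 pg/mL TGF-beta after compound addition. %Activity was normalised to no-cell wells (complete cell-killing) and DMSO (no toxicity), and curves were fitted and classified.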
ATXN viability – Viability Counterscreen for Primary qHTS for Inhibitors of ATXN expression | S2 cells (HEK-293 line with an ATXN2-luciferase reporter) viability, CellTiter-Fluor protease fluorescence, 24 h | 0.49% of 400,000 active | Potency, µM (series often up to 56.7 µM), most hits filed as cytotoxic; also: potency is read from the fitted curve at half-maximal effect; nearly all actives have a fitted effect of over 40% in size
Nrf2 activator – qHTS of Nrf2 Activators. 0.31% of 410,000 active. Potency, µM (doses to about 46.1 µM), for the others: top-dose activation, most hits filed as activators. AREc32 ARE-luciferase reporter (MCF7-derived line), luminescence, 24 h; also: potency is read from the fitted curve at half-maximal effect; % of control where 0% means no effect; nearly all actives have a fitted effect of over 65% in size
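AREc32 cells carrying an ARE-driven firefly luciferase reporter were seeded at 1000 cells/well in OPTI-MEM with 5% FBS, then exposed to compound for 24 hr at 37 deg C. Luminescence was read with Steady-Glo after 30 min at RT.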
MCF10A rerep – A quantitative high throughput screen for small molecules that induce DNA re-replication in MCF 10a normal breast cells. AID 624296, 2012. MCF 10A DNA re-replication, Hoechst nuclear intensity, 48 h. 2.9% of 350,000 active. Potency, µM (highest dose often 46.1 µM), for the others: at the top dose activity, positive = re-replication, actives largely listed as activators; also: potency is read from the fitted curve at half-maximal effect; % of control where 0% means no effect; nearly all actives have a fitted effect of over 50% in size
A549 tox – Nrf2 qHTS screen for inhibitors: counterscreen for cytotoxicity; Potency, µM (doses to about 46 µM), inactives show at the top dose activity change, negative = cytotoxicity, usual class: inhibitors; 0.16% of 390,000 active; A549 ARE-Fluc cells, CellTiter-Fluor viability, 18-24 h; also: potency is read from the fitted curve at half-maximal effect; % is scaled to controls: 0 for no effect and ±100 for the full control effect
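A549 ARE-Fluc cells in 5% FBS OPTI-MEM, 5000 cells/well, rested 2 h then exposed to compounds in concentration-response for 18-24 h at 37 °C. Viability by CellTiter-Fluor fluorescence (Ex 405/Em 525) after 30 min; luciferase luminescence (BugLite, 15 min, RT) read afterwards.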
TGFb inhibitor – qHTS for Inhibitors of TGF-b; Potency, µM (titrated, usually from 46.1 µM), for the others: at the top dose activity, negative = inhibition, usual class: inhibitors; HepG2 CAGA-GFP TGF-b/SMAD3 reporter, GFP fluorescence, 18 h; TGF-beta stimulated, 500 pg/mL final; 1.2% of 410,000 active; also: potency is read from the fitted curve at half-maximal effect; % is scaled to controls: 0 for no effect and ±100 for the full control effect; nearly all actives have a fitted effect of over 65% in size
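Inhibition of TGF-beta-driven CAGA-GFP reporter expression in HEPG2 cells is measured by cellular GFP fluorescence after 18 h stimulation with 500 pg/mL recombinant TGF-beta in 1% FBS medium at 37 degrees C.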
Active calls of the source: *; i = inactive; ? = inconclusive; · = not tested or not shown; [ ] = dose if it differs, or a comment. Unless noted, calls follow the shape of the dose curve; as a rule, active = well fitted curve in the direction sought with a large enough effect; inconclusive = small, poorly fitted or top-dose-only effect, or another doubt; inactive = no such curve, though single readings can be large; an effect the other way counts as inactive or inconclusive. No enrichment for hits; any-hit rate near 8.8%.

SMILES	IL1B secr inh	Nrf2 block	ATXN2 expr inh	HepG2 tox	ATXN viability	Nrf2 activator	MCF10A rerep	A549 tox	TGFb inhibitor
CC1(C)CC(=O)C(C=NCCN2CCN(C3CC(=O)N(c4ccc(F)cc4)C3=O)CC2)=C(O)C1 (stereo unspecified)	2	1%	-15%	1%	i	-1.1%	-4%	-5%	9%
O=C(O)/C=C/C(=O)NNC(=O)c1ccccc1Br	4	·	-15%	1%	i	-0.8%	-28%	4%	9%
CC1Cc2cc(S(=O)(=O)NCCc3ccccc3)ccc2N1C(=O)C1CC1 (stereo unspecified)	-2	?	-15%	-42%	i	0.0%	?	-2%	-15%
CCCN(C)C1CN(Cc2cn(Cc3ccc(C(F)(F)F)cc3)nn2)S(=O)(=O)C1 (stereo unspecified)	-4	·	-5%	·	i	-0.2%	·	·	·
COc1cccc(NC(=O)CN2C(=O)C3(OCCCO3)c3ccccc32)c1	9	-13%	-11%	-3%	?	-0.1%	6%	4%	26%
COC(=O)CCCC(=O)NCC1(N(C)Cc2ccccc2)Cc2ccccc2C1	26	-1%	-14%	2%	i	-0.4%	?	1%	27%
CCC(C)(C)C1CCC2(CC1)NC(=O)N(CC(=O)NCCOc1ccccc1)C2=O (stereo unspecified)	-19	-3%	-6%	-22%	i	-0.7%	1%	4%	-7%
CCS(=O)(=O)NCc1csc(C)n1	7	-1%	-9%	-14%	i	-1.1%	-3%	4%	14%
O=C(N/N=C/c1ccncc1)c1ccc(COc2cccc3cccnc23)cc1	-15	?	-19%	4%	i	-0.4%	?	1%	3%
COc1ccc(CCNC(=O)C(=O)NCC(c2ccc3c(c2)OCO3)N2CCOCC2)cc1OC (stereo unspecified)	·	·	·	-18%	·	0.6%	·	7%	0%

3 entries out of the list, arranged by count of non-hydrogen atoms, smallest number first:
SMILES	IL1B secr inh	Nrf2 block	ATXN2 expr inh	HepG2 tox	ATXN viability	Nrf2 activator	MCF10A rerep	A549 tox	TGFb inhibitor
O=C(O)/C=C/C(=O)NNC(=O)c1ccccc1Br	4	·	-15%	1%	i	-0.8%	-28%	4%	9%
COc1cccc(NC(=O)CN2C(=O)C3(OCCCO3)c3ccccc32)c1	9	-13%	-11%	-3%	?	-0.1%	6%	4%	26%
COc1ccc(CCNC(=O)C(=O)NCC(c2ccc3c(c2)OCO3)N2CCOCC2)cc1OC (stereo unspecified)	·	·	·	-18%	·	0.6%	·	7%	0%

Back to the main list; the five compounds before the break are reprinted first.
SMILES	IL1B secr inh	Nrf2 block	ATXN2 expr inh	HepG2 tox	ATXN viability	Nrf2 activator	MCF10A rerep	A549 tox	TGFb inhibitor
COC(=O)CCCC(=O)NCC1(N(C)Cc2ccccc2)Cc2ccccc2C1	26	-1%	-14%	2%	i	-0.4%	?	1%	27%
CCC(C)(C)C1CCC2(CC1)NC(=O)N(CC(=O)NCCOc1ccccc1)C2=O (stereo unspecified)	-19	-3%	-6%	-22%	i	-0.7%	1%	4%	-7%
CCS(=O)(=O)NCc1csc(C)n1	7	-1%	-9%	-14%	i	-1.1%	-3%	4%	14%
O=C(N/N=C/c1ccncc1)c1ccc(COc2cccc3cccnc23)cc1	-15	?	-19%	4%	i	-0.4%	?	1%	3%
COc1ccc(CCNC(=O)C(=O)NCC(c2ccc3c(c2)OCO3)N2CCOCC2)cc1OC (stereo unspecified)	·	·	·	-18%	·	0.6%	·	7%	0%
CCOc1ccc(-c2csc(NC(=O)c3cccc(N4C(=O)CCC4=O)c3)n2)cc1	1	7%	21%	-5%	i	-0.3%	4%	5%	-11%
CCN(Cc1ccc(OC)c(F)c1)C(=O)c1cc2ccccc2o1	-15	?	3%	-16%	i	4.1%	?	1%	10%
C[N+]1(CCN2C(=O)C3CC=C(Cl)CC3C2=O)CCOCC1 (stereo unspecified)	10	-9%	-3%	20%	i	0.1%	-5%	1%	4%
O=C1NC(c2ccc3ccccc3c2)Nc2ccccc21 (stereo unspecified)	51	·	·	-31%	?	7.8%	·	·	-15%
N#Cc1c(NC(=O)CCN2C(=O)c3ccccc3C2=O)oc(-c2ccccc2)c1-c1ccccc1	-6	-28%	-10%	-6%	i	0.8%	2%	-3%	5%
COC(=O)CSc1nnnn1-c1cccc2ccccc12	14	10%	-5%	-5%	i	-0.5%	-2%	-1%[1.84 µM]	9%
O=C(CSc1ccc(-c2ccccn2)nn1)c1ccc([N+](=O)[O-])cc1	47	7%	-21%	-6%	i	1.6%	7%	1%	6%
CCN(C(=O)COc1ncnc2ccccc12)C1CCCCC1	-7	-16%	3%	-34%	i	0.0%	5%	9%	22%
O=C(c1ccc(F)cc1)N1CCN(C2CCC(c3ccccc3)CC2)CC1 (stereo unspecified)	16	3%	·	4%	i	-0.8%	?	13%	18%
CCCC(=O)Nc1ccccc1NC(=O)c1ccc(OC)cc1	0	?	·	-1%	i	-0.7%	2%	-16%	16%
CN1CCN(S(=O)(=O)CC2(C)C3CCC2(C)C(=O)C3Br)CC1 (stereo unspecified)	-2	-2%	11%	7%	i	-0.1%	?	-8%	0%
COc1ccc2oc(C(=O)Nc3ccc(N4CCOCC4)cc3)c(C)c2c1	-57*	?	-7%	0%	i	2.4%	?	-2%	-3%
Cc1cc(=O)n(CCC(=O)O)c2ccccc12	24	3%	-3%	3%	i	-0.1%	0%	0%	-4%
Cc1ccccc1OCC(O)Cn1c(Br)nc2c1c(=O)n(C)c(=O)n2C (stereo unspecified)	49	-10%	·	-1%	i	2.7%	0%	-2%	-10%
CCCCSCCCNC(=O)CN1C(=O)COc2ccc(S(=O)(=O)N3CCC(C)CC3)cc21	·	8%	-3%	-29%	i	-0.9%	·	-13%	20%
Clc1ccccc1N/N=C/c1ccc2c(c1)OCO2	-1	?	43%[activator]	-76%	i	4.8%	?	1%	2%
CCOC(=O)c1sc2nc(C)nc(NCCc3ccc(S(N)(=O)=O)cc3)c2c1C	9	?	-13%	-9%	i	-0.5%	-17%	-19%	18%
Nc1nc2c(ncn2[C@@H]2O[C@H](CNCc3ccc(OCCCN4CCOCC4)cc3)[C@@H](O)[C@H]2O)c(=O)[nH]1	17	·	4%	-8%	i	0.1%	·	·	-2%
O=C(Nc1ccc(-c2nnc(-c3ccccc3)o2)cc1)C1CCCO1 (stereo unspecified)	-4	·	1%	2%	i	-0.7%	0%	-1%	-5%
Cc1cc(C)n(-c2cccc(C(=O)O)c2)n1	20	6%	-10%	-5%	i	-0.4%	-4%	0%	10%
Cc1ccc(S(=O)(=O)N2[C@@H](c3ccc(Br)cc3)C(C(=O)O)=CC[C@H]2c2cccc(Cl)c2)cc1	10	?	-28%	-24%	i	2.0%	?	-22%	-11%
COc1cc(OC)c(-n2cc(-c3ccc(Cl)cc3)[nH]c2=O)cc1Cl	21	-21%	1%	2%	i	3.7%	4%	-3%	-17%
O=C1Nc2ccccc2OC1CC(=O)N1CCN(c2cccc(C(F)(F)F)c2)CC1 (stereo unspecified)	?	?	-18%	-32%	i	3.6%	5%	-22%	0%
CCOC(=O)c1c(NC(=O)COc2cc(C)ccc2C(C)C)sc2c1CCCC2	·	3%	2%	-4%	i	1.4%	·	5%	7%
O=C(OCn1nnc2ccccc2c1=O)c1ccc(O)cc1	45	-22%	-3%	-4%	i	0.0%	-1%	5%	16%
COc1cccc2c1OC1(C)CC2/C(=C(\C)O)C(=O)N1 (stereo unspecified)	2	8%	-4%	16%	i	-0.2%	-1%	-1%	-23%
CCOc1ccccc1-n1c(N)c(C(=O)OC)c2nc3ccccc3nc21	·	3%	-3%	-11%	·	-0.9%	·	2%	0%
CCNC(=S)NS(=O)(=O)c1ccc(C)cc1	20	8%	0%	6%	i	-0.2%	1%	-5%	15%
CC1CCOC(c2coc3ccccc3c2=O)O1 (stereo unspecified)	-4	?	33%	-28%	i	1.9%	1%	-2%	?
CCCn1nc(NS(=O)(=O)c2ccc(F)cc2)c2cc3ccccc3nc21	65	-9%	-11%	-3%	i	0.5%	-2%	-1%	-24%
Cc1ccccc1CN1c2ccccc2S(=O)(=O)c2ccccc21	·	?	-2%	-1%	i	-0.9%	·	14%	2%
N#C/C(=C\c1ccc(C(=O)O)cc1)S(=O)(=O)c1cc(Br)ccc1Br	-4	-12%	-3%	1%	i	0.3%	5%	-5%	-15%
O=S(=O)(NC1CC1)c1ccccc1	11	6%	·	2%	i	-0.1%	-5%	0%	0%
O=C(COc1ccc(Br)cc1)Nc1ccc2oc(=O)ccc2c1	-14	-9%	-22%	-36%	i	-0.4%	6%	-1%	?
CCC(C(=O)O)N1C(=O)/C(=C/c2cccn2C)SC1=S (stereo unspecified)	23	-5%	-7%	-7%	?	-0.3%	-6%	-24%	-2%
CCCCNC(=O)CCCn1c(=O)c2ccccc2n(Cc2ccc(Cl)cc2)c1=O	·	-17%	-2%	-11%	i	0.0%	·	-7%	-10%
NC(=O)C1CC(=O)N(CCc2ccc(F)cc2)C1 (stereo unspecified)	-8	-12%	·	7%	i	-0.5%	8%	2%	13%
